# KCNH2 3.1 block: qHTS for Inhibitors of KCHN2 3.1: Mutant qHTS; activity change, % (tested at about 1.8 µM); 340,000 tested, 0.95% active; Potassium voltage-gated channel subfamily H member 2, brain isoform KCNH2 3.1 (human); U2OS KCNH2 3.1, thallium flux FluxOr; stronger effect = lower value;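 active = maximum activity change below -70%; inconclusive = maximum activity change from -70% to -50%; inactive = maximum activity change above -50%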;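 also: thallium influx rate constant from kinetic fluorescence after stimulation buffer; % is scaled to controls: 0 for no effect and ±100 for the full control effect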
#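 Channel expression came from 3.1 mutant virus (1.77 x 10^8 /mL) applied to suspended U2OS cells for 4 h. Flux was tracked with FluxOr dye plus Red40 quencher, and kinetic rate constants normalized to controls.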
# Coupling enz: qHTS Assay for Inhibitors of Fructose-1,6-bisphosphate Aldolase from Giardia Lamblia: Coupling assay counterscreen; coupling enzyme system counterscreen, AmpLite Red fluorescence; activity change, negative = inhibition, % at 58.2 µM, hits read low; 290,000 tested, 0.67% active; in the data active = activity change below about -30%; also: % is scaled to controls: 0 for no effect and ±100 for the full control effect
#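 Compounds tested against the coupling enzymes alone at 57.5 uM final; readout was AmpLite Red fluorescence (525/598 nm) after 20 min at RT.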
# MBNL1 CUG block: qHTS Assay for Inhibitors of MBNL1-poly(CUG) RNA binding; Muscleblind-like protein 1 (Homo sapiens), Q9NR56; TR-FRET MBNL1-His/biotin-(CUG)12 binding, 665/545 ratio; Potency, µM (top dose mostly 57.5 µM), inactives show top-dose activity change, negative = inhibition, usual class: inhibitors; 280,000 tested, 0.036% active; AID 2675, 2010; active = well fitted inhibition curve with a large enough effect in the signal ratio, with a control signal flat, not every such curve was filed as active; inconclusive = small, poorly fitted or top-dose-only effect, or effect the other way, or a change in a side signal; inactive = no such curve, though single readings can be large or run the other way; the % refers to the signal ratio; also: potency is read from the fitted curve at half-maximal effect; % is scaled to controls: 0 for no effect and ±100 for the full control effect
#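 His-tagged MBNL1 binding to biotinylated (CUG)12 RNA was measured by TR-FRET using terbium anti-His antibody (0.055 ng/ul final) and streptavidin-XL665 (5 nM final). Compounds were titrated 92 nM to 58 uM; 60 min at room temperature.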
# S-ASM inh: Inhibitors of Secretory Acid Sphingomyelinase (S-ASM): qHTS; placental ASM, HMU-PC fluorogenic substrate, 60 min; Sphingomyelin phosphodiesterase (Homo sapiens), P17405; AID 504937, 2011; Potency, µM (doses to about 57.5 µM), for the others: top-dose activity change, negative = inhibition, actives largely listed as inhibitors; 340,000 tested, 0.006% active; also: potency is read from the fitted curve at half-maximal effect
#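 Human placenta-derived ASM enzyme was preincubated with compound for 10 minutes at room temperature, then given fluorogenic substrate HMU-PC0 (9 uM final) for 60 minutes at 37 °C; a pH 10 stop preceded fluorescence reading at Ex 386/Em 447 nm.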
# Integrin act MD: qHTS for Activators of Integrin-Mediated Alleviation for Muscular Dystrophy | alpha7betagal myoblasts, beta-gal FDG fluorescence, 48 h | Potency, µM (titrated, usually from 38.3 µM), inactives show top-dose activation, usual class: activators | 350,000 tested, 0.064% active | AID 624291, 2012;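 also: potency is read from the fitted curve at half-maximal effect; 100% = response of the positive control SU9516; nearly all actives have a fitted effect of over 60% in size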
#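 alpha7betagal+/- myoblasts (passage 13, 250/well) treated 48 h at 37C with compounds at 1:260 dilution of DMSO stock. Lysed, then beta-galactosidase activity read as FDG fluorescence (ex 480/em 540) after 30 min, with pre-read for autofluorescence.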
# TRPV1 agonist: HTS Assay for Compounds that Act as Agonists of the Vanilloid Receptor 1 | TRPV1-expressing cells, Fluo-8 calcium influx, agonist mode | 320,000 tested, 0.19% active | AID 540275, 2011 | activation, % at 8.33 µM; in the data active = activation above about 80%; inconclusive = between about 30% and that limit; also: 0% is about no effect
#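 TRPV1-expressing cells were cultured overnight at 35.5C and loaded with Fluo-8 calcium dye for 40 to 90 min at room temperature. After a 10 s baseline, compound was added and calcium influx was read kinetically for 3 min (ex 480/em 520 nm).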
# AT treatment: qHTS Assay for Identifying a Potential Treatment of Ataxia-Telangiectasia; […] A-T fibroblasts, KAP-1 phosphorylation AlphaLISA; neocarzinostatin DNA damage 30 min before lysis; Potency, µM (titrated, usually from 57.5 µM), for the others: at the highest dose activation, hits mostly activators; 320,000 tested, 0.19% active; also: potency is read from the fitted curve at half-maximal effect; % of control where 0% means no effect; nearly all actives have a fitted effect of over 45% in size
#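 hTERT-immortalized A-T patient fibroblasts ([…]), 500 cells/well in OPTI-MEM, 1% FBS, got compounds for 60 min, then NCS for 30 min at 37C. Lysates were then assayed for phospho-KAP-1 by AlphaLISA (anti-pKAP1 donor, anti-KAP1 acceptor beads), 6 hr at 25C.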
# KCNH2 WT inh: qHTS for Inhibitors of KCHN2 3.1: Wildtype qHTS | Voltage-gated inwardly rectifying potassium channel KCNH2 (Homo sapiens), Q12809 | U2OS, BacMam KCNH2, thallium flux FluxOr; stronger effect = lower value | activity change, % at 1.84 µM | 340,000 tested, 0.37% active | AID 720551, 2013;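 active = maximum activity change below -70%; inconclusive = maximum activity change between -70% and -50%; inactive = maximum activity change above -50%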; also: % is scaled to controls: 0 for no effect and ±100 for the full control effect
#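 U2OS cells were transduced with wild-type KCNH2 virus (2.03 x 10^8 / mL) for 4 h at room temperature, then cultured overnight at 37 C. Thallium flux was read with FluxOr dye. Rate constants were normalized to DMSO controls.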
# GALK inh: qHTS Assay for Inhibitors of Human Galactokinase (GALK); P51570; Purified GALK, Kinase-Glo residual ATP luminescence; Potency, µM (doses to about 57.5 µM), for inactives: top-dose activity change, negative = inhibition, actives largely listed as inhibitors; 270,000 tested, 0.007% active; also: potency is read from the fitted curve at half-maximal effect; % is scaled to controls: 0 for no effect and ±100 for the full control effect
#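 ATP-depletion format; final 35 uM ATP, 100 uM D-galactose, 5 nM enzyme; pH 8.0 HEPES/Mg2+ buffer; 60 min RT; luminescence read 10 min after detection reagent.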
# MLL CXXC-DNA inh: qHTS Fluorescence Polarization Assay for Inhibitors of MLL CXXC domain - DNA interaction. Histone-lysine N-methyltransferase 2A (Homo sapiens), Q03164. 290,000 tested, 0.037% active. Potency, µM (doses to about 115 µM), for inactives: at the highest dose activity change, negative = inhibition, usual class: inhibitors. MLL-CXXC / FITC-HOXA9 DNA fluorescence polarization; active = well fitted inhibition curve with a large enough effect in the polarisation, with a control signal flat, not every such curve was filed as active; inconclusive = small, poorly fitted or top-dose-only effect, or effect the other way, or a change in a side signal; inactive = no such curve, though single readings can be large or run the other way; the % refers to the polarisation; also: potency is read from the fitted curve at half-maximal effect
# Target sequence (Q03164 whole entry, looked up, the tested form may be a part): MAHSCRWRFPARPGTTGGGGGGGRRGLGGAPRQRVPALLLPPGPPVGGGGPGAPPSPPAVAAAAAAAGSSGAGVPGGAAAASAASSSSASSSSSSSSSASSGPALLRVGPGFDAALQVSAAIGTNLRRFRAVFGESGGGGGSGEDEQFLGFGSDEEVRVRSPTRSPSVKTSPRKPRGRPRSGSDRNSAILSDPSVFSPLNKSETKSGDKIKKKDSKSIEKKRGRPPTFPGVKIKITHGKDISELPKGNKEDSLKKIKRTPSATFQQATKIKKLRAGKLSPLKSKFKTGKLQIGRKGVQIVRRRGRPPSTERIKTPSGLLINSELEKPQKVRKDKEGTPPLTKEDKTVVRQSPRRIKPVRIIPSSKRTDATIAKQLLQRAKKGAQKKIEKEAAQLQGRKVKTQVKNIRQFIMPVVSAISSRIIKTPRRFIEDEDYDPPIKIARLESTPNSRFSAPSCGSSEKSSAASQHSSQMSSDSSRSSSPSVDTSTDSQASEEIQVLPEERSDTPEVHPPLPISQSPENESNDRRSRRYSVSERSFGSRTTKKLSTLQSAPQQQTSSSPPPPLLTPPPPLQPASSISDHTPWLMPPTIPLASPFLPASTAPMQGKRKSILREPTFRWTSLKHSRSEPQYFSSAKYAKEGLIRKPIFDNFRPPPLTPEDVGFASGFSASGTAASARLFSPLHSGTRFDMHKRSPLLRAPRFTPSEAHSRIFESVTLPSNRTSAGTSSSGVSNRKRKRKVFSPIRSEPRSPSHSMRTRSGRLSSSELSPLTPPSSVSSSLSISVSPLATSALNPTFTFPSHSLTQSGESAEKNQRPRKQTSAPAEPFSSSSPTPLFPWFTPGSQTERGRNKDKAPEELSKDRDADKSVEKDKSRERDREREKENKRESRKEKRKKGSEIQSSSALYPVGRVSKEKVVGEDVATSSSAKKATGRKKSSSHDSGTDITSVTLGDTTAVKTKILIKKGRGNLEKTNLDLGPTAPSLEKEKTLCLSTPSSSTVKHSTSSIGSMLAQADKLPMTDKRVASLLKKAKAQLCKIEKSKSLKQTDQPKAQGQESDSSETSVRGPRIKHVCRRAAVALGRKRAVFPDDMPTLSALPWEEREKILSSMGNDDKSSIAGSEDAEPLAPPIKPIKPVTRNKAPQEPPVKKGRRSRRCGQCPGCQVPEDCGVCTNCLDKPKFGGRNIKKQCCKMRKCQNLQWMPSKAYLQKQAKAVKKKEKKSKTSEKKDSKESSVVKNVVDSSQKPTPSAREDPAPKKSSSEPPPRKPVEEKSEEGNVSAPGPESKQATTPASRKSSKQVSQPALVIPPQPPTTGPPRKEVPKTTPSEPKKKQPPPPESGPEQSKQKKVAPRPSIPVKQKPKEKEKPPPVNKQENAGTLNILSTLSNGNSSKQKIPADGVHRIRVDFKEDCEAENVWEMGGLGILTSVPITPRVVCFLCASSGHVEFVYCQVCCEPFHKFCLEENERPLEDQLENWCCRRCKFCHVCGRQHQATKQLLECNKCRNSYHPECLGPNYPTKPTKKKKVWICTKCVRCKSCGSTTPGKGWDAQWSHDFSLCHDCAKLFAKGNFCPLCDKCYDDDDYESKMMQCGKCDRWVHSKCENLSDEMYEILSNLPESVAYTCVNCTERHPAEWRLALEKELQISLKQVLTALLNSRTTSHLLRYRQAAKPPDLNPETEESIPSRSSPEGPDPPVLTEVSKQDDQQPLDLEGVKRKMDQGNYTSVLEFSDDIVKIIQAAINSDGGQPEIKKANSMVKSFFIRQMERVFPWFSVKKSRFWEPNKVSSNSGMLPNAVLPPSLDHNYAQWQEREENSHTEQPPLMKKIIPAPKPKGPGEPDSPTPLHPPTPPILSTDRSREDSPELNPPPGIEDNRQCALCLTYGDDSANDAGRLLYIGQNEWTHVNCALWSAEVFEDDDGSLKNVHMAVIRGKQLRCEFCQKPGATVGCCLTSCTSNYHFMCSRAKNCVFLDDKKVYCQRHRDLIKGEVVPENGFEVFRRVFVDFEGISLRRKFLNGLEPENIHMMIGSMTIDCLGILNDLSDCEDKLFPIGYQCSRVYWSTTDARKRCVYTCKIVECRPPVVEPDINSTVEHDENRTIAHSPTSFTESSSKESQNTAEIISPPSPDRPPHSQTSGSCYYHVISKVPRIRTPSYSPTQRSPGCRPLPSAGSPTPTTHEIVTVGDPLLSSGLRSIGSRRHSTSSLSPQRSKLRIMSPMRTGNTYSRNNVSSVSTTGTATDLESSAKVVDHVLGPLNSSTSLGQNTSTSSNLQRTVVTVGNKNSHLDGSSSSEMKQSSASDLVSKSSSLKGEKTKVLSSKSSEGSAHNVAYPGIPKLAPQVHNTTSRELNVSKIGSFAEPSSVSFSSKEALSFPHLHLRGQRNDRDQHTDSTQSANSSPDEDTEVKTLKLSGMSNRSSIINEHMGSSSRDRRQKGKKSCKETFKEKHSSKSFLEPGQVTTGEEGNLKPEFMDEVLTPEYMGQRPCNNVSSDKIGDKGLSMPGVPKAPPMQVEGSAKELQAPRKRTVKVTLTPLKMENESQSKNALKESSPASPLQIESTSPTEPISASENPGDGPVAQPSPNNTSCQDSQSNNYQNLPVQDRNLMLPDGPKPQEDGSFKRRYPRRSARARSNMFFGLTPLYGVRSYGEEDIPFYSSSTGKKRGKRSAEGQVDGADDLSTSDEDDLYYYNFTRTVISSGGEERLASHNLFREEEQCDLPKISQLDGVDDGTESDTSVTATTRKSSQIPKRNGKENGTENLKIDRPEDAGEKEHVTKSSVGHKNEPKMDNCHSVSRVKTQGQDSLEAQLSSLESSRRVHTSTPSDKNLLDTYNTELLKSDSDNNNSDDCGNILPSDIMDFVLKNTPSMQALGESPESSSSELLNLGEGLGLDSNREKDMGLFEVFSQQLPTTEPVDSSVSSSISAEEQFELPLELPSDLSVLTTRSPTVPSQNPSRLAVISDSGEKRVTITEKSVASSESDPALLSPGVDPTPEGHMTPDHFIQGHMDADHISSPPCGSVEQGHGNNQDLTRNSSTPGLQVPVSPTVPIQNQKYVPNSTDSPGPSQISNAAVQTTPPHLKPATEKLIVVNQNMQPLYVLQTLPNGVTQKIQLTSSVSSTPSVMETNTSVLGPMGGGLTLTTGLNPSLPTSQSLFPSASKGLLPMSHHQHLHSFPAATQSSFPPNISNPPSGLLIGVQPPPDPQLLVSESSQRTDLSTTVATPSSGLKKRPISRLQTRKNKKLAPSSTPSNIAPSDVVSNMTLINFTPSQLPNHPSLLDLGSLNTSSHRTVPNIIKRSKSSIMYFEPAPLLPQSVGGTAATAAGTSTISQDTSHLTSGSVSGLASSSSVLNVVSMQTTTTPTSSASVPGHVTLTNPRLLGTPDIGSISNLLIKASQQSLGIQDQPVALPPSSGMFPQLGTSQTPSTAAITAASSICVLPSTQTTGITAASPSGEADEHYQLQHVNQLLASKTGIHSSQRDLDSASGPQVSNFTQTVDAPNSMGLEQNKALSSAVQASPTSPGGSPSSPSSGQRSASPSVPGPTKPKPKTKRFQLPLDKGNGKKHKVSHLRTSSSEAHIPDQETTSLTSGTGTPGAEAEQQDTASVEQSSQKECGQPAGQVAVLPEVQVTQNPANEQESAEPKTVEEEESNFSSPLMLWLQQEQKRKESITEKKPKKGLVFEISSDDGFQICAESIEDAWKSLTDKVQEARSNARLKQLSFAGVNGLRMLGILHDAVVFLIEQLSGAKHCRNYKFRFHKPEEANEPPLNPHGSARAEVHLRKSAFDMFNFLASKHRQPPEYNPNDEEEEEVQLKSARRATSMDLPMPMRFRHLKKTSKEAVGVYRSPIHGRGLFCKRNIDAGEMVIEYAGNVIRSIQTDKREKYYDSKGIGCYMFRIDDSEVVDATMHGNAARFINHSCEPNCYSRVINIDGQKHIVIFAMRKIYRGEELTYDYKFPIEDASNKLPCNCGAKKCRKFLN
#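 Purified MLL-CXXC (added from a 7 uM solution) was preincubated 5 min at ambient with pinned compounds in 50 mM Tris-HCl pH 7.5, 50 mM NaCl, 1 mM DTT, 0.05% BSA. Fluorescein-labeled HOX-A9 DNA (50 nM solution) followed, 30 min, then polarization read.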
# An asterisk follows results filed as active; ? = inconclusive; nt = not tested or not shown; [ ] = another dose, or the depositor's remark. Unless noted, calls follow the shape of the dose curve; as a rule, active = well fitted curve in the direction sought with a large enough effect; inconclusive = small, poorly fitted or top-dose-only effect, or another doubt; inactive = no such curve, though single readings can be large; an effect the other way counts as inactive or inconclusive.
Molecule	Coupling enz	MLL CXXC-DNA inh	Integrin act MD	GALK inh	MBNL1 CUG block	S-ASM inh	AT treatment	KCNH2 3.1 block	TRPV1 agonist	KCNH2 WT inh
CN1/C(=C/C=N/NC(=O)c2ccc([N+](=O)[O-])cc2)C(C)(C)c2ccccc21	-1	1%	14%	3%	?	-1%	-13%	-5	-1	13
CCCn1nnc(NC(=S)NC(=O)c2cccs2)n1	0	36%[activator]	21%	0%	-11%	-3%	5%	-4	1	-3
CCCCCn1c(=O)[nH]c2cc(C(=O)NCCN3CCOCC3)ccc2c1=O	nt	nt	-12%	nt	nt	405%[activator]	nt	8	nt	12
Cc1ccccc1C(=O)N[C@H](C(=O)OCC(=O)NC1CC1)C(C)C	nt	nt	7%	nt	nt	4%	-11%	-7	nt	-3
CCc1nnc(NC(=O)c2ccc3ncsc3c2)s1	4	-8%	-16%	nt	?	5%	6%	-3	25	12
O=C(CCc1nc2ccccc2c(=O)[nH]1)OCCOc1ccc(Cl)cc1	-4	0%	-1%	0%	11%	-11%	4%	-17	13	-6
N/C(=N\OC(=O)c1ccc([N+](=O)[O-])cc1Cl)c1ccccn1	-1	-2%	2%	12%	?	-3%	1%	5	2	-2
C/C(=N/Nc1ccc([N+](=O)[O-])cc1)c1ccc(C)cc1C	-4	1%	-40%	-2%	14%	-18%	9%	-1	-3	13
CCCC(=O)OCC(=O)NC1CCCc2ccccc21 (configuration not stated)	0	9%	-5%	-2%	3%	2%	0%	19	2	-1
CNC(=O)c1[nH]cnc1C(=O)Nc1ccccc1C	-1	0%	?	0%	-2%	2%	-8%	-9	7	0
O=C(CN1C(=O)COc2ccccc21)Nc1ccc(N2CCOCC2)cc1	0	-3%	-14%	-3%	4%	5%	2%	-3	0	0
Cc1cc(OCCN2CCCCCC2)ccc1[N+](=O)[O-]	1	14%	-26%	5%	-9%	0%	1%	5	2	17
NC(=O)c1ccc[n+](CC(=O)OCCC23CC4CC(CC(C4)C2)C3)c1	2	6%	-1%	nt	-8%	0%	-4%	5	11	-9
CNC(=O)COc1ncnc2scc(-c3ccc(F)cc3)c12	-2	11%	7%	1%	3%	1%	-1%	12	0	-3
COc1ccccc1Nc1nc(NCCCN(C)C)nc(N)c1[N+](=O)[O-]	0	?	-70%[inhibitor]	-3%	?	-10%	?	-4	5	3
O=C(CN1C(=O)C2CC=CCC2C1=O)Nc1ccc(S(=O)(=O)NC2=NCCCCC2)cc1 (configuration not stated)	7	6%	23%	1%	8%	-3%	2%	0	-2	6
COc1cccc(-c2nc(CS(=O)(=O)CC(=O)Nc3cc(C)ccc3C)c(C)o2)c1	0	9%	0%	-1%	-1%	-4%	1%	-7	10	-1
CCCCNC(=O)C12CCC(C)(C(=O)C1Br)C2(C)C (configuration not stated)	2	-1%	15%	2%	-20%	3%	nt	18	-6	1
CC(C)[C@H](N)c1nnc2n1N=C(c1ccc(Cl)cc1)CS2	4	8%	?	3%	-2%	0%	12%	-4	3	-5
CCOC(=O)C1CCN(C(=O)Cc2ccc(OC)c(OC)c2)CC1	5	-2%	11%	-2%	-11%	4%	?	10	7	9
C=CCN1C(=O)C(CC(=O)O)SC1=Nc1ccc(C(=O)O)cc1 (configuration not stated)	5	0%	-8%	-3%	-1%	-2%	2%	6	-1	3
COc1cc(CC(=O)OCC(=O)N2C(C)CCCC2C)cc(OC)c1OC (configuration not stated)	3	-1%	0%	3%	0%	-1%	-13%	1	-3	-5
CCOc1ccc(-c2c(C(=O)N/N=C/c3ccncc3)nnn2-c2nonc2N)cc1	-1	0%	-37%	7%	-1%	0%	4%	14	?	0
NC(=O)c1ccccc1NC(=O)c1cccc(C(=O)Nc2ccccc2C(N)=O)n1	nt	nt	0%	nt	nt	0%	nt	3	nt	1
CSc1nc2n(n1)C(C)C1=C(CCCC1=O)N2 (configuration not stated)	5	3%	11%	4%	-2%	nt	-2%	-1	1	-7
O=C(NCc1ccc(Cl)cc1)c1noc2c1CCCC2	0	-1%	6%	0%	-2%	0%	8%	-11	2	4
CCOc1ccccc1N1CC(C(=O)Nc2ccccc2CC)CC1=O (configuration not stated)	0	-4%	11%	0%	-3%	1%	3%	1	4	-12
COc1ccc(C2c3c(-c4ccccc4O)n[nH]c3C(=O)N2Cc2ccco2)cc1 (configuration not stated)	1	4%	-31%	nt	-12%	-20%	15%	-16	-4	4
COc1ccc(S(=O)(=O)N2CCCCCC2)cc1C(=O)N(C)CC(=O)Nc1ccccc1C(F)(F)F	nt	nt	0%	nt	nt	-6%	-3%	1	1	-1
COc1ccc(CCN=C(NS(=O)(=O)c2ccc(Cl)cc2)c2ccccc2)cc1	-1	-2%	16%	0%	-3%	-4%	5%	-8	4	-2
Cc1ccc(NC(=O)C2CCCN(C(=O)Nc3ccc(F)cc3)C2)cc1 (configuration not stated)	0	20%	-7%	7%	-3%	-2%[11.5 µM]	-2%	-2	?	-1
O=C(O)CC(NC(=O)c1sc2ccccc2c1Cl)c1ccc(OC2CCCC2)cc1 (configuration not stated)	24	3%	-18%	1%	25%	-3%	4%	-7	-1	2
C=CCN1C(=O)CSc2ccc(C(=O)NCCC3=CCCCC3)cc21	3	-5%	-24%	1%	-2%	-1%	-2%	0	?	-5
CCN(CC)C(=O)c1ccc2c(c1)nnn2C	1	-2%	-8%	2%	?	3%	3%	13	1	-13
Cc1noc(C)c1NC(=O)N(C)C[C@H]1Oc2c(NC(=O)C3CC3)cccc2C(=O)N([C@H](C)CO)C[C@@H]1C	nt	nt	9%	nt	nt	2%	1%	-18	nt	-4
COc1ccc(CCNC(=O)COc2ccc(S(=O)(=O)NC3CCCCC3)cc2Cl)cc1OC	-2	?	?	1%	nt	-2%	-3%	17	4	3

# Record cards, as listed above. Values in the order: Coupling enz, MLL CXXC-DNA inh, Integrin act MD, GALK inh, MBNL1 CUG block, S-ASM inh, AT treatment, KCNH2 3.1 block, TRPV1 agonist, KCNH2 WT inh
# C=CCN1C(=O)CSc2ccc(C(=O)NCCC3=CCCCC3)cc21 as listed: 3, -5%, -24%, 1%, -2%, -1%, -2%, 0, ?, -5
# COc1cc(CC(=O)OCC(=O)N2C(C)CCCC2C)cc(OC)c1OC (configuration not stated) as listed: 3, -1%, 0%, 3%, 0%, -1%, -13%, 1, -3, -5

# Next section:
Molecule	Coupling enz	MLL CXXC-DNA inh	Integrin act MD	GALK inh	MBNL1 CUG block	S-ASM inh	AT treatment	KCNH2 3.1 block	TRPV1 agonist	KCNH2 WT inh
O=S(=O)(Nc1cccc2c1CCCC2)c1cccc(C(F)(F)F)c1	-3	15%	15%	0%	nt	-2%	2%	-17	2	-4
COc1cc(NC(=O)Cn2c(=O)n(CC3CCCO3)c(=O)c3cc(OC)c(OC)cc32)cc(OC)c1 (configuration not stated)	0	1%	2%	nt	-10%	-3%	-1%	5	-1	-6
O=C(NCCc1ccccc1)c1cccc([N+](=O)[O-])c1	2	5%	15%	nt	23%	0%	-10%	-3	?	-5
Cn1nnc2cc(C(=O)NCCC3=CCCCC3)ccc21	1	-7%	21%	2%	4%	0%	nt	-9	?	-6
COc1ccc(OCC(O)CN2CCOCC2)cc1 (configuration not stated)	0	-7%	1%	-1%	-2%	-1%	9%	-15	-2	-3
O=C(CCC(=O)N1CCSc2ccccc21)NCc1ccccc1	2	nt	-52%[inhibitor]	nt	15%	0%	-2%	-9	-1	17
O=C(COC(=O)CCc1ccc(S(=O)(=O)N2CCOCC2)cc1)NCc1ccccc1	3	-3%	5%	2%	-6%	0%	1%	-14	3	-11
CC1CCCC(NC(=O)CN2C(=O)NC(Cc3c[nH]c4ccccc34)C2=O)C1C (configuration not stated)	nt	nt	-8%	nt	nt	-1%	-2%	-6	nt	-14
COc1cccc(NC(=O)CSc2nc3ccccc3nc2N2CCCC2)c1	1	nt	0%	nt	21%	37%	-1%	2	?	5
c1cc(CNCC2CCCO2)ccn1 (configuration not stated)	3	-3%	-15%	0%	-4%	-1%	0%	nt	-5	-6
O=C(OC1CCN(c2ccc([N+](=O)[O-])cc2)CC1)c1ccccc1	1	18%	1%	-1%	-7%	-4%	-10%	-42	-1	-10

# Compound activity deposited in PubChem BioAssay by National Center for Advancing Translational Sciences (NCATS).
